# TRPC6 inh – inhibitors of mouse TRPC6 channel. 310,000 tested, 1.1% active. AID 2553. HEK293-TRPC6, membrane potential dye, ACh-evoked depolarization; active compounds read low. B-score at 10 µM;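 active = B-score under library mean minus 3 SD, initial fluorescence not abnormally high, positive integrated signal ratio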;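 note: B-score derived from integrated fluorescence ratio over the kinetic read; more negative B-score means stronger inhibition of depolarization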
# RGS4 inh – human RGS4 inhibition; HEK293 M3R/RGS4 inducible, Fluo-4 calcium flux; active compounds read high; triggered by carbachol at its EC20; B-score at 10 µM; 310,000 tested, 0.45% active;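 active = B-score, a plate-corrected calcium signal, over three deviations above library mean, with baseline fluorescence within five deviations of library mean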;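 note: RGS4 expression induced by doxycycline in cells with stable M3 receptor; B-score is computed from the integrated fluorescence ratio over baseline after carbachol; higher B-score means a larger calcium signal and so more RGS4 inhibition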
# MrgX1 antag – blocks BAM8-22 activation of human MrgX1 receptor; B-score at 10 µM; 310,000 tested, 1.3% active; AID 588676; MRGX1-HEK293 calcium flux, Fluo-4, BAM8-22 antagonism; active compounds read low; Q96LB2;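 active = calcium-response B-score plate-corrected more than 3 library SD below zero, starting fluorescence within 5 deviations, no agonist response on first addition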;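 note: peak minus trough fluorescence over baseline after final BAM8-22 challenge near maximal dose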
# RGS4 act – potentiators or activators of RGS4 | AID 463111 | B-score at 10 µM | HEK293 M3R/inducible RGS4, carbachol calcium flux Fluo4; active compounds read low | 310,000 tested, 0.92% active;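 active = B-score of the integrated calcium signal more than 4 SD below the library mean, with starting fluorescence not abnormally high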;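 note: negative B-score means reduced calcium response which marks RGS4 activation or potentiation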
#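 test system = M3R-expressing HEK293 line, RGS4 induced by doxycycline | probe or stimulus = carbachol at ECmax as muscarinic agonist stimulus | timing = dye loading 30 min 37 °C, buffer rest 30 min RT | signal = calcium dye Fluo4 fluorescence | evaluation = B score from integrated fluorescence ratio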
# MrgX1 ag – activates human MrgX1 receptor signaling. MrgX1-HEK293 cells, Fluo-4 calcium fluorescence, agonist mode; active compounds read high. Q96LB2. AID 588627. B-score at 10 µM. 310,000 tested, 0.44% active;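 active = calcium response B-score plate-corrected fluorescence ratio at least 3 library SD, with starting fluorescence B-score inside 5 SD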
#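 System: HEK293 cells stably expressing human MrgX1 receptor; Dosing: test compound in the initial addition of three; Schedule: overnight plating, then 30 min 37 °C plus 30 min room-temperature dye loading; Detection: kinetic calcium dye fluorescence, Fluo-4 NW; Controls: per-plate positive and negative controls for Z′ factor.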
# SKKanGAS inh – inhibitors of SKKanGAS S. pyogenes growth in kanamycin (SK-promoter or general growth effect); AID 1662; BacTiter-Glo, 6 h; inhibition, % at 7.5 µM; 300,000 tested, 1.3% active;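 active = mean replicate score, as percent of positive control median, at least 50; inconclusive = mean below 50 but one replicate at or above 50; inactive = mean and every replicate below 50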;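 note: strain carries kanamycin resistance gene driven by streptokinase promoter and grows in 40 µg/ml kanamycin; loss of luminescence reflects streptokinase promoter inhibition or plain growth inhibition; 0% = median of DMSO wells and 100% = positive control at its reference dose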
# HIF act – HIF pathway transcriptional activation. U2OS HRE-luciferase reporter, luminescence; normalized: DMSO 0%, desferrioxamine 100%. activation, % at 7.5 µM (by protocol). 300,000 tested, 0.32% active;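 active = mean activation of at least 10% of the iron chelator positive control signal, with at least half of replicates also reaching 10%; inconclusive = mean and replicate majority disagree about reaching 10%; inactive = mean and most replicates under 10%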
# TRPC6 act – mouse TRPC6 channel activation | AID 2550 | 310,000 tested, 0.13% active | Q61143 | B-score at 10 µM | HEK293-TRPC6 membrane potential dye fluorescence; active compounds read high;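 active = B-score of the integrated fluorescence ratio above library mean plus 3 SD, and starting fluorescence ratio within library mean plus 5 SD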;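 note: higher score means more depolarization so channel activation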
# TRPC4 inh – blocks the mouse TRPC4 cation channel | HEK293 TRPC4beta/mu-opioid, DAMGO-evoked Fluo4 calcium flux; active compounds read low | B-score at 10 µM | 300,000 tested, 0.39% active | AID 2247;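 active = B-score over 3 SD under the library average, no early fluorescence shift, positive overall ratio signal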
# Target sequence (Q9QUQ5 whole entry, looked up): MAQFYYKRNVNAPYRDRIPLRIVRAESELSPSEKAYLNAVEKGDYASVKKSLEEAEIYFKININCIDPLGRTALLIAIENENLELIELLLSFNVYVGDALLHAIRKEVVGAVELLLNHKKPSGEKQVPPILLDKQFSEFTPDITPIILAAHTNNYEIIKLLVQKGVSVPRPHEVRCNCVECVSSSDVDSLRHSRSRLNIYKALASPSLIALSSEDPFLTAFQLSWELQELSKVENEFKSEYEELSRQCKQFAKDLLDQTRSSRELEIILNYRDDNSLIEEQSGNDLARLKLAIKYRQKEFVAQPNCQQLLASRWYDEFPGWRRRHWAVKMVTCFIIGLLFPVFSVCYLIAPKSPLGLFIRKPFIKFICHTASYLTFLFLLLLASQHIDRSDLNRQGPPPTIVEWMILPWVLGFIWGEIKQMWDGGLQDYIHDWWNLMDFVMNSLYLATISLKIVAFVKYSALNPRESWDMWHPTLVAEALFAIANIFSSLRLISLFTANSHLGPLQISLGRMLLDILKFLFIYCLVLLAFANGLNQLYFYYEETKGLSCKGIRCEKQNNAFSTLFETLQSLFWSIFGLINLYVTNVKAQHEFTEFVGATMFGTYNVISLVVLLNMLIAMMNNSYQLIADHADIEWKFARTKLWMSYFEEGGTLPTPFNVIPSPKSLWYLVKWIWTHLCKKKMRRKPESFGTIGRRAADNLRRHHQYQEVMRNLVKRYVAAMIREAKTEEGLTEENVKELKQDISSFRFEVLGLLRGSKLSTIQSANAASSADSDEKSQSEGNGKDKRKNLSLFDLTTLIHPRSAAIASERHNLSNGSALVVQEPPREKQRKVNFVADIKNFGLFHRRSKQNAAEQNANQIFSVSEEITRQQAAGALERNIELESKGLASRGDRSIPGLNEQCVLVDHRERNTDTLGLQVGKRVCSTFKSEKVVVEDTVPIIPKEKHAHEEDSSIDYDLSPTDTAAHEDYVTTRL
#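 Assay system: HEK293 cells with stable TRPC4beta plus mu-opioid receptor expression; Probe or stimulus: DAMGO in two steps, submaximal then maximal; Dosing: single-point compound dosing; Measured by: Fluo4 calcium-dye fluorescence, kinetic read; Read-out basis: B score from integrated Fluo4 fluorescence ratio.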
# MrgX1 allo act – allosterically activates human MrgX1 receptor signaling; Q96LB2; MrgX1-HEK293, Fluo-4 calcium flux, FDSS; active compounds read high; B-score at 10 µM; 310,000 tested, 0.63% active;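 active = plate-corrected calcium response at least 3 library SD above typical, normal starting fluorescence, not activating the receptor alone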;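 note: compound read alongside a low EC10 to EC30 dose of BAM8-22 agonist; peak minus trough fluorescence over baseline measured at the second addition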
# Platelet DG rel – modulates dense granule release in human platelets; human platelet-rich plasma, SFLLRN dense granule ATP release, luminescence; inhibition, %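 (compounds screened at 7.5 µM in platelet-rich plasma)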; 300,000 tested, 0.22% active; AID 1663;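 active = mean replicate score, as percent of positive control, at or above 50; inconclusive = mean below 50 but at least one replicate at or above 50; inactive = mean and every replicate below 50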
# * = called active by the depositor; i = inactive; ? = inconclusive; . = not tested or not shown.
SMILES,TRPC6 inh,RGS4 inh,MrgX1 antag,RGS4 act,MrgX1 ag,SKKanGAS inh,HIF act,TRPC6 act,TRPC4 inh,MrgX1 allo act,Platelet DG rel
COCCn1c(=S)[nH]c2cc(C(=O)N3CCN(c4ccc(F)cc4)CC3)ccc2c1=O,i,i,i,i,i,8,-0.2,i,i,i,-10
Cc1[nH]c(=O)[nH]c(=S)c1C(=O)Nc1ccc(Cl)c(Cl)c1,i,i,i,i,i,-2,-1.2,i,i,i,-4
O=C(O)c1cccc(Nc2nc(-c3cccnc3)nc3ccccc23)c1,i,i,i,i,i,16,-0.1,i,i,i,-1
O=C(NCCc1ccccc1)c1cc(-c2ccc3c(c2)OCO3)on1,i,i,i,i,i,-1,0.1,i,i,i,2
CN(C)c1nc2c(c(=O)[nH]c(=O)n2C)n1CCOc1ccccc1,i,i,i,i,i,-1,0.8,i,i,i,-4
Cn1c(=O)c2c(nc(SCCCC#N)n2Cc2c(F)cccc2Cl)n(C)c1=O,i,i,i,i,i,-14,-0.6,i,i,i,21
CC(=O)Nc1cc(S(=O)(=O)Nc2ccccc2C)c(C)cc1C,i,i,i,i,i,5,-0.1,i,i,i,-6
CC(C)N(C(=O)Cc1ccccc1[N+](=O)[O-])C(C)C,i,i,i,i,i,-4,0.0,i,i,i,6
O=C(Nc1ccncc1)c1ccc(C(=O)Nc2ccncc2)cc1,i,i,i,i,i,4,-0.6,i,i,i,3
CC1CCc2sc(NC(=O)c3ccc(N4C(=O)CCC4=O)cc3)c(C(N)=O)c2C1 (configuration not stated),i,i,i,i,i,?,-0.2,i,i,i,-17
Nc1c(S(=O)(=O)c2ccccc2)nnn1-c1ccccc1,i,i,i,i,i,0,-0.6,i,i,i,-2
COc1cc(CN2CCNC(=O)C2CC(=O)NC2CCC2)cc(OC)c1 (configuration not stated),i,i,i,i,i,-5,-0.3,i,i,i,7
O=C(NC1CCCC1)C1CCCN(C(=O)Nc2ccccc2)C1 (configuration not stated),i,i,i,i,i,-1,-0.5,i,i,i,-2
CCOC(=O)N1CCN(C2CC(=O)N(c3ccc(F)cc3)C2=O)CC1 (configuration not stated),i,i,-5.9*,i,i,-9,0.4,i,i,i,-12
COc1ccc2cc3cc(C(=O)NC4CC4)sc3nc2c1,i,i,i,i,i,-3,-3.0,i,i,i,21
O=C(N/N=C/c1c(F)cccc1Cl)C1CC1,i,i,i,i,i,-1,-0.8,i,i,i,-7
CCCCNC(=O)CCC(=O)Nc1ccc2nc(N3CCOCC3)cc(C)c2c1,i,i,i,i,i,8,1.9,i,i,i,-3
CN(C)c1nc(-c2cn(CCC#N)c3ccccc23)cs1,i,i,i,i,i,3,0.1,i,i,i,-8
Cc1cc(C)n2nc(Cc3ccccc3)nc2n1,i,i,i,i,i,0,0.1,i,i,i,-3
Cn1c(=O)c([N+](=O)[O-])c(NCCc2ccccc2)c2ccccc21,i,i,i,i,i,-8,-0.3,i,i,i,-1
Cc1cc(Cl)nc(-c2ccccc2)n1,i,i,i,i,i,-1,-0.2,i,i,i,4
COc1ccc(NC(=O)CN2CCN(C(=O)N3CCOCC3)CC2)cc1,i,i,i,i,i,5,0.1,i,i,i,-9
Cc1ccc(S(=O)(=O)Nc2cc(C)on2)cc1,i,i,i,i,i,1,-29,i,i,i,2
O=c1oc2ccccc2c(CNc2ccccc2)c1[N+](=O)[O-],i,i,i,i,i,-1,0.7,i,i,i,0
COc1ccc(Br)cc1/C=N/NC(=O)CNC(=O)C1COc2ccccc2O1 (configuration not stated),i,i,i,i,i,0,0.6,i,i,i,4
COc1cc([N+](=O)[O-])ccc1NC(=O)NNC(=O)CCc1ccccc1,i,i,i,i,i,0,0.7,i,i,i,-34
CCOc1ccc(-n2c(=O)c3ccccc3c3ccccc3c2=O)cc1,i,i,i,i,i,8,-0.5,i,i,i,13
OCC1(Cc2ccccc2)CCN(Cc2ccccn2)CC1,i,i,i,i,i,0,.,i,i,i,0
C/C(=N\N=C1/NC(=O)C(C)S1)c1ccco1 (configuration not stated),i,i,i,i,i,-6,-0.7,i,i,i,2
COc1ccc(CC(=O)Nc2nc(-c3cccc([N+](=O)[O-])c3)cs2)cc1,i,i,i,i,i,1,0.7,i,i,i,2

# Complete entries from above. Values in the order: TRPC6 inh	RGS4 inh	MrgX1 antag	RGS4 act	MrgX1 ag	SKKanGAS inh	HIF act	TRPC6 act	TRPC4 inh	MrgX1 allo act	Platelet DG rel
# `COc1ccc(Br)cc1/C=N/NC(=O)CNC(=O)C1COc2ccccc2O1` (configuration not stated) is listed with i	i	i	i	i	0	0.6	i	i	i	4
# `CCOc1ccc(-n2c(=O)c3ccccc3c3ccccc3c2=O)cc1` is listed with i	i	i	i	i	8	-0.5	i	i	i	13
# `COc1cc([N+](=O)[O-])ccc1NC(=O)NNC(=O)CCc1ccccc1` is listed with i	i	i	i	i	0	0.7	i	i	i	-34
# `Cc1ccc(S(=O)(=O)Nc2cc(C)on2)cc1` is listed with i	i	i	i	i	1	-29	i	i	i	2

# Remaining list, next part:
SMILES,TRPC6 inh,RGS4 inh,MrgX1 antag,RGS4 act,MrgX1 ag,SKKanGAS inh,HIF act,TRPC6 act,TRPC4 inh,MrgX1 allo act,Platelet DG rel
CCNc1cc(Cl)nc(SC)n1,i,i,i,i,i,1,0.3,i,i,i,4
OCCN1CCN(CC(O)COCCOc2ccc(Br)cc2)CC1 (configuration not stated),i,i,i,i,i,-8,-0.2,i,i,i,0
N/C(=N\O)c1ccc(NC(=O)c2cccs2)cc1,i,i,i,i,i,-6,4.2,i,i,i,3
Cc1cc(=O)[nH]c2c(C)cc(S(=O)(=O)Nc3ccc(O)cc3)cc12,i,i,i,i,i,-3,-7.2,i,i,i,-6
COc1cc(C)cc(CN2CCC(Cc3ccccc3)CC2)c1O,i,i,i,i,i,4,-1.2,i,i,i,1
C=CCn1cccc(C(=O)Nc2ccc(C)cc2)c1=O,i,i,i,i,i,0,-23,i,i,i,-15
CN(Cc1nccs1)C(=O)C1CCC(=O)N(Cc2ccccc2F)C1 (configuration not stated),i,i,i,i,i,-3,0.3,i,i,i,-7
Cc1nc2ccccc2cc1C(=O)N/N=C/c1ccc([N+](=O)[O-])cc1,i,i,i,i,i,3,-0.3,i,i,i,-11
O=C(CSc1nnc(-c2ccc(Cl)cc2)n1Cc1ccco1)Nc1ccc2c(c1)OCCO2,i,i,i,i,i,11,-0.1,i,i,i,1
Fc1ccccc1NC(=S)NCCc1ccccc1,i,i,i,i,i,6,1.8,i,i,i,-1
Cn1cc(/C=C/C(=O)c2ccccc2)c2ccccc21,i,i,i,i,i,-15,-1.5,i,i,i,5
OCC1(CCCc2ccccc2)CCN(C2CCC2)CC1,i,i,i,i,i,-2,-14,i,i,i,-2
CN(Cc1ccccc1)C(=O)C(=O)c1cn(CC(=O)N2CCCC2)c2ccccc12,i,i,i,i,i,4,-0.3,i,i,i,-5
CCC(=O)Oc1ccc(NC(=O)CSCc2ccccc2)cc1,i,i,i,i,i,3,1.8,i,i,i,1
COC(Cn1c(C)c(C(C)=O)c(C(C)=O)c1C)OC,i,i,i,i,i,-1,-0.4,i,i,i,0
Cc1nnc(C)n1/N=C/c1cccs1,i,i,i,i,i,-5,0.0,i,i,i,-5
COc1cccc(CN(CC(=O)NCC2CCCO2)C(=O)CCC(=O)Nc2cc(C)on2)c1 (configuration not stated),i,i,i,i,i,-3,1.1,i,i,i,5
COc1cc(/C=N/N(c2ccccc2)c2ccccc2)ccc1O,i,i,i,i,i,25,-0.7,i,i,i,-6
O=C1C2C3C=CC(C4CC34)C2C(=O)N1Cc1ccccc1 (configuration not stated),i,i,i,i,i,4,0.4,i,i,i,-2
Cc1ccc2oc(=O)n(CCOc3ccccc3Cl)c2c1,i,i,i,i,i,4,-0.1,i,i,i,-46
COC(=O)/C(=C1/Oc2ccc(C(C)(C)C)cc2S1)C(F)(F)F,i,i,i,i,i,-4,0.9,i,i,i,5
CC(C)/C=C/CN1CCN(CCCc2ccccc2)C(CCO)C1 (configuration not stated),i,i,i,i,i,-3,-4.9,i,i,i,-34
COc1ccc(NC(=O)CN2C(=O)CSC2=O)cc1,i,i,i,i,i,6,0.0,i,i,i,-3
Cc1cc2c(c(SCC#N)n1)C(=O)OC2,i,i,i,i,i,-2,0.1,i,i,i,3
CNC(=O)N(O)C1N(/N=C/c2ccc(C)cc2)C(=S)SC1(C)C (configuration not stated),i,i,i,i,i,0,2.1,i,i,i,-7
Cn1c2c(c(=O)n(C)c1=O)C(c1ccccc1OC(F)F)C1=C(CCCC1=O)N2 (configuration not stated),i,i,i,i,i,-2,-0.6,i,i,i,-2
COc1cccc(C2/C(=C(/O)c3ccc4c(c3)CC(C)O4)C(=O)C(=O)N2CC2CCCO2)c1 (configuration not stated),i,i,i,i,i,.,.,i,i,i,.
O=C(CSc1ncn[nH]1)Nc1ccccc1-c1ccccc1,i,i,i,i,i,-5,0.8,i,i,i,-3
Cc1ccc(-c2csc(NC(=O)C3CCN(S(=O)(=O)c4cccs4)CC3)n2)cc1,i,i,i,i,i,24,0.8,i,i,i,-4
COC(=O)c1nn(-c2ccc(OC)cc2)c(=O)cc1Oc1cccc(Cl)c1,i,i,i,i,i,-1,-0.5,i,i,i,-2
Cc1cc(NS(=O)(=O)c2ccc(NC(=O)Nc3cccc(Cl)c3)cc2)no1,i,i,i,i,i,-3,-0.6,i,i,i,17
CCn1c(=O)cc(SCC(=O)NCc2ccc(C)cc2)c2ccccc21,i,i,i,i,i,-3,-0.1,i,i,i,-4
C=CCCOc1ccccc1C(N)=O,i,i,i,i,i,-4,-0.6,i,i,i,-2
O=C(CSCc1ccccc1Br)Nc1ccccc1,i,i,i,i,i,7,-0.5,i,i,i,0
CC(O)(CS(=O)(=O)Cc1ccccc1Cl)C(=O)Nc1cccc(C(F)(F)F)c1 (configuration not stated),i,i,i,i,i,2,0.0,i,i,i,6

# Bioassay records as filed in PubChem BioAssay.
